# TRHR PAM = TRH receptor (human) allosteric enhancement. TRHR cells, fluo-8 calcium fluorescence, EC20 TRH enhancement. P34981. 360,000 tested, 0.66% active. enhancement, % at 2 µM; in the data active = enhancement above about 30%; also: 0% is about no effect
# Target sequence (P34981 whole entry, looked up): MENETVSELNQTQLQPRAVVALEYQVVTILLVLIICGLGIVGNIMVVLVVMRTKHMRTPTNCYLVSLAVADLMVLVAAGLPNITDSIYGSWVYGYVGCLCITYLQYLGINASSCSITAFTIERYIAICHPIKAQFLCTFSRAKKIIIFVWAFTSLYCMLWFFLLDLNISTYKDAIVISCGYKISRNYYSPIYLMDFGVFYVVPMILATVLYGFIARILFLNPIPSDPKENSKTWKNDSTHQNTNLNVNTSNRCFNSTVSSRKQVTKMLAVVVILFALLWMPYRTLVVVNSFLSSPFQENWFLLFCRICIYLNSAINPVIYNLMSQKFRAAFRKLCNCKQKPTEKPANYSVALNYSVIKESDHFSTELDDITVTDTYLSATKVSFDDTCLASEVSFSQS
#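 Enhancer read-out: after compound pinning and an initial kinetic agonist-mode read, an EC20 of TRH (10 nM final) was injected and fluo-8 calcium signal (Ex 480/Em 530) followed at 1 s/cycle for 100 cycles in TRHR-expressing cells.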
# D2 ag = activates the human D2 dopamine receptor. activation, % at 2 µM. AID 485358. HEK293 T-REx D2 cells, calcium flux agonist mode. 340,000 tested, 0.53% active;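 active = activation over 3 SD above normal in the single-dose calcium agonist read, cut at about 30% in these data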; also: 0% is about no effect
#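 In this primary screen, compounds producing a positive calcium signal within 180 s of addition to tetracycline-induced, force-coupled HEK293 Trex D2 cells are flagged; cells are dye-loaded with a no-wash calcium kit beforehand.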
# D1 agonist = activates the human D1 dopamine receptor | P21728 | HEK293 T-REx D1 cells, calcium flux, agonist mode | activation, % at 2 µM | 360,000 tested, 1% active | AID 504660; also: 0% is about no effect
# Target sequence (P21728 whole entry, looked up): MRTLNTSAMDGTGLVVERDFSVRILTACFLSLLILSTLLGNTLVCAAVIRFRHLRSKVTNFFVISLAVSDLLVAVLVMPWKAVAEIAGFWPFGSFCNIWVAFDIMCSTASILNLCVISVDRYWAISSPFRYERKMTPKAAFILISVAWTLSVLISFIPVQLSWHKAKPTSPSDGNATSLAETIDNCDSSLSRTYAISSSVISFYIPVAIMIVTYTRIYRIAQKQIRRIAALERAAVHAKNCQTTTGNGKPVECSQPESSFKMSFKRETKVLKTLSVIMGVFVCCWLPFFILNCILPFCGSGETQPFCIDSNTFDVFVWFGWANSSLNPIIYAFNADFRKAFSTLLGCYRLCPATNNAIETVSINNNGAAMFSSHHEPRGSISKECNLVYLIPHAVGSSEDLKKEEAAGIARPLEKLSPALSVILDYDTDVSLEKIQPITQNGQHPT
#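 Tetracycline-induced HEK293 TREx D1 cells, force-coupled to calcium signalling, were dye-loaded with a no-wash calcium kit. Compound was pin-added after a 10 s baseline. Fluorescence was read kinetically at 1 cycle/s for 180 s, with calcium rises flagged as agonism.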
# D1 antagonist = antagonists of human D1 dopamine receptor; HEK293 TREx D1 cells, calcium flux, dopamine EC80; stronger effect = lower value; activity change, negative = inhibition, % at 10 µM; 360,000 tested, 3.2% active; AID 504652; in the data active = activity change below about -30%; also: % is scaled to controls: 0 for no effect and ±100 for the full control effect
#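 Tetracycline-induced HEK293 T-REx cells with force-coupled D1 receptor were loaded with a no-wash calcium dye. Compound was added after a 10 s baseline and read kinetically for 180 s; EC80 dopamine was then added and calcium flux followed another 180 s.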
# TRHR agonist = agonists of human TRH receptor | activation, % at 2 µM | P34981 | 360,000 tested, 0.18% active | AID 493084 | TRHR cells, calcium flux fluo-8, FDSS agonist mode; also: 0% is about no effect
#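 TRHR-expressing cells, plated overnight in medium with 10% serum, were loaded with fluo-8 calcium dye at room temperature. After a 10 s baseline, library compound was pin-added and calcium release was recorded kinetically (ex 480/em 530) as agonist response.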
# D1 potentiator = human D1 dopamine receptor positive modulation | AID 504651 | potentiation, % at 10 µM | 360,000 tested, 0.036% active | P21728 | HEK293 TREx D1 cells, calcium flux, dopamine EC20 potentiation; in the data active = potentiation above about 30%; also: 0% is about no effect
# D2 antag = antagonists of human D2 dopamine receptor; P14416; HEK293 TREx D2 cells, calcium flux, dopamine EC80; 340,000 tested, 2% active; inhibition, % at 10 µM; in the data active = inhibition above about 30%; also: 0% is about no effect
#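 Antagonism is scored as inhibition of an EC80 dopamine-evoked calcium signal in a force-coupled, tetracycline-inducible HEK293 T-REx D2 line, with compound present 180 s before agonist.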
# RXFP1 antagonist = blocks the human relaxin receptor RXFP1; Q9HBX9; HEK293-RXFP1, relaxin-stimulated cAMP HTRF, 30 min; stronger effect = lower value; activity change, negative = inhibition, % at 57.5 µM; 350,000 tested, 0.59% active; AID 1259400;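 active = activity change of -60% or lower, but not beyond a set lower limit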; also: % is scaled to controls: 0 for no effect and ±100 for the full control effect
# D2 potentiator = positive allosteric modulators of human D2 dopamine receptor. P14416. HEK293 T-REx D2, calcium flux, EC20 dopamine potentiation. potentiation, % at 10 µM. 340,000 tested, 0.34% active. AID 485347;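 active = potentiation over 3 SD above the plate norm, cut at about 30% in these data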; also: 0% is about no effect
#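 Potentiation of an EC20 dopamine calcium response measured kinetically over 180 s, after a preceding 180 s compound-only read flagging agonists. Cells: inducible Hek293 Trex D2 line, 4000/well, cultured overnight at 30 C before dye loading.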
# * marks the source's active call; other numbers are inactive results; . = no result given. Rule as the data show it, unless noted: active = activation above about 30%; inactive = the rest.
# Assay codes: A = TRHR PAM; B = D2 ag; C = D1 agonist; D = D1 antagonist; E = TRHR agonist; F = D1 potentiator; G = D2 antag; H = RXFP1 antagonist; I = D2 potentiator
NC(=S)C1COc2ccccc2O1 (stereo not drawn)
  A: -4; B: 0.9; C: 1; D: 6; E: -0.3; F: 2; G: -15; H: -8; I: 7
Cc1nccn1CCCNC(=O)C1CCC(=O)N(Cc2ccccc2F)C1 (stereo not drawn)
  A: 8; B: 1.4; C: 0; D: 39; E: 0.5; F: 1; G: -7; H: 2; I: 0
COc1ccc(Cl)cc1NC(=O)CSc1nc2c([nH]c3ccccc32)c(=O)n1-c1ccccc1
  A: -3; B: 0.9; C: 0; D: 6; E: 0.4; F: -3; G: .; H: -37; I: 2
CCOc1ccc(NC(=O)CSC2=Nc3ccccc3C3=NC(CC(=O)NCc4ccco4)C(=O)N23)cc1 (stereo not drawn)
  A: 0; B: 0.8; C: 2; D: 27; E: 0.0; F: -2; G: .; H: -23; I: -4
COc1ccc(N(C)S(=O)(=O)c2cccc(C(=O)N3CCN(Cc4ccc5c(c4)OCO5)CC3)c2)cc1
  A: 1; B: 58*; C: 8; D: -8; E: 0.4; F: 1; G: -3; H: -29; I: -15
CNc1snc(C)c1C(=O)OCC(=O)N(C)Cc1ccccc1
  A: 11; B: 0.4; C: 14; D: -43*; E: 0.3; F: -7; G: 35*; H: -3; I: -7
CC1(C)Cc2ccccc2C(=NC(Cc2ccccc2)C(=O)O)N1 (stereo not drawn)
  A: -4; B: 2.3; C: 4; D: -22; E: 0.5; F: -1; G: 6; H: -2; I: -2
Cc1ccccc1OCC(=O)OCC(=O)c1ccc[nH]1
  A: -4; B: 0.1; C: 2; D: -32*; E: -1.7; F: -6; G: 2; H: 2; I: 8
Cc1ccc(-c2cc(C(=O)Nc3cc(C)on3)no2)cc1
  A: 23; B: 0.2; C: 2; D: 14; E: 0.1; F: 6; G: -8; H: 7; I: 13
Cc1cc(NC(=O)CCC(=O)N(CC(=O)NC2CCCC2)c2ccc3c(c2)OCCO3)no1
  A: 1; B: -1.4; C: 1; D: 9; E: 0.8; F: -3; G: -4; H: -6; I: 3
COc1cc(CNCc2ccccc2)cc(Cl)c1OC
  A: 3; B: -0.5; C: 5; D: -1; E: -0.5; F: -10; G: -9; H: 6; I: -12
Cc1ccc(S(=O)(=O)N2[C@@H](c3cccc(Cl)c3)C(C(=O)O)=CC[C@H]2c2cccc(C)c2)cc1
  A: 7; B: -0.6; C: 0; D: -6; E: -0.5; F: -5; G: -8; H: .; I: -4
CCOc1cc(S(=O)(=O)NCc2ccccc2)ccc1F
  A: 5; B: -0.2; C: 2; D: -12; E: -0.4; F: -10; G: -19; H: 2; I: 5
Cc1ccc(C(=O)OCC(=O)NCC(F)(F)F)cc1C
  A: 1; B: -0.4; C: 3; D: 24; E: -0.5; F: -3; G: 5; H: -6; I: -8
CC1CCN(CC(=O)Nc2ccccc2Sc2ccccc2)CC1
  A: 1; B: -0.9; C: 2; D: 1; E: 0.3; F: 0; G: -10; H: -18; I: 9
CCOc1cc(C2Nc3ccccc3C(=O)N2c2ccccc2OC)ccc1O (stereo not drawn)
  A: -5; B: -0.2; C: 3; D: -4; E: 1.2; F: -5; G: -13; H: -6; I: -10
CCOc1ccc(NCc2cccn2-c2nnc(N3CCC(C(=O)NCCCN4CCCCC4CC)CC3)s2)cc1 (stereo not drawn)
  A: 6; B: 0.4; C: -1; D: 18; E: -0.1; F: -8; G: 0; H: -11; I: -1
CCN(c1ccccc1)S(=O)(=O)c1c(C)nc2scc(C)n2c1=O
  A: 7; B: -1.1; C: 0; D: 0; E: -1.1; F: 3; G: .; H: -10; I: -1
CCCCN(C)CC(O)Cn1cc(/C=C/C(=O)c2ccc(Br)cc2)c2ccccc21 (stereo not drawn)
  A: -3; B: 11; C: 126*; D: -57*; E: 7.4; F: -3; G: .; H: .; I: -11
Cc1ccc(S(=O)(=O)/C(C#N)=C/c2c(N3CCCCC3)nc3ccccn3c2=O)cc1
  A: -1; B: 0.9; C: 9; D: 0; E: 0.9; F: 1; G: -9; H: -22; I: 1
NC(=O)[C@@H]1CCOc2c(F)cc([N+](=O)[O-])cc2C(=O)N[C@@H](CO)C(=O)NCC(=O)N1
  A: 2; B: .; C: 1; D: -11; E: 0.3; F: -3; G: .; H: .; I: .
CC(=O)NC12CC3CC(C1)CC(C(=O)NCc1ccc(C)cc1)(C3)C2
  A: -5; B: 12; C: -4; D: 9; E: 0.3; F: -1; G: 27; H: -68*; I: -35
COc1cc(NC(=O)COc2ccc(Cl)cc2)ccc1NC(=O)C(C)C
  A: 0; B: -1.6; C: 5; D: 0; E: -0.5; F: -5; G: -4; H: -10; I: -6
CC(=O)N[C@@H](Cc1ccc(O)cc1)CN1C(N)=NC[C@@H]1CC(C)C
  A: 20; B: 0.1; C: 1; D: 4; E: 0.7; F: 0; G: 7; H: .; I: 7
COc1ccc(C(=O)COC(=O)CCN2C(=O)[C@@H]3[C@H](C2=O)[C@@H]2C[C@H]3C(Br)C2Br)cc1 (stereo partly drawn)
  A: 10; B: -1.1; C: 10; D: -21; E: -0.8; F: -1; G: -9; H: -8; I: 3
O=C1CCCc2c1nn(-c1ccccc1)[n+]2[O-]
  A: 0; B: -0.4; C: 1; D: 3; E: -0.1; F: -2; G: -5; H: -17; I: 8
CCOc1ccc(-c2cn3c(n2)sc2cc(C(=O)NCCCN4CCCCC4)ccc23)cc1
  A: 10; B: 0.5; C: 0; D: -1; E: 0.4; F: 3; G: .; H: 5; I: 6
Cc1ccc2c(c1)C1CN(C)CCC1N2S(=O)(=O)c1ccc(Oc2ccc([N+](=O)[O-])cc2)cc1 (stereo not drawn)
  A: -3; B: -2.6; C: 1; D: 5; E: 0.9; F: -9; G: -19; H: -5; I: -14
CCc1ccc(N(C(=O)CNC(=O)c2ccco2)C(C(=O)NCC2CCCO2)c2ccccc2)cc1 (stereo not drawn)
  A: 2; B: 0.4; C: 2; D: -2; E: 0.6; F: 6; G: -7; H: 3; I: -1
O=C(O)c1ccc2c(c1)NC(=O)C(N1CCCC1)S2 (stereo not drawn)
  A: -3; B: 0.9; C: 6; D: 5; E: 0.9; F: -4; G: 10; H: 22; I: -11

# Just TRHR agonist, for 4 of the compounds above:
Structure	TRHR agonist
CCOc1ccc(-c2cn3c(n2)sc2cc(C(=O)NCCCN4CCCCC4)ccc23)cc1	0.4
Cc1ccc2c(c1)C1CN(C)CCC1N2S(=O)(=O)c1ccc(Oc2ccc([N+](=O)[O-])cc2)cc1 (stereo not drawn)	0.9
CCc1ccc(N(C(=O)CNC(=O)c2ccco2)C(C(=O)NCC2CCCO2)c2ccccc2)cc1 (stereo not drawn)	0.6
O=C(O)c1ccc2c(c1)NC(=O)C(N1CCCC1)S2 (stereo not drawn)	0.9

# Further compounds
# Assay codes: A = TRHR PAM; B = D2 ag; C = D1 agonist; D = D1 antagonist; E = TRHR agonist; F = D1 potentiator; G = D2 antag; H = RXFP1 antagonist; I = D2 potentiator
COc1cc(/C=N/NC(=O)Cc2ccc(Br)cc2)cc(OC)c1O
  A: -8; B: 0.6; C: 2; D: -4; E: 0.0; F: -3; G: -14; H: -19; I: -23
CN(C)C(CNc1ncnc2ccccc12)c1c(F)cccc1Cl (stereo not drawn)
  A: 1; B: -0.3; C: 3; D: -6; E: -0.4; F: -7; G: 8; H: 14; I: 13
CCC(SC1=N/C(=C/c2ccccc2)C(=O)N1c1ccccc1)C(=O)Nc1cc(C)on1 (stereo not drawn)
  A: 2; B: 1.6; C: 0; D: -27; E: 0.4; F: -4; G: 2; H: -3; I: 10
O=C(Nc1ccc(C(=O)N2CCCCC2)cc1)c1nsc2ccccc12
  A: 0; B: -0.8; C: 0; D: -10; E: -0.4; F: 2; G: .; H: -25; I: 1
C=CCn1c(=O)c2ccccc2n2nnc(C(=O)OCC)c12
  A: 13; B: -1.0; C: 0; D: -28; E: -1.5; F: -3; G: -2; H: 21; I: 3
COc1ccccc1NC(=O)C1CCN(C(=O)c2sc3nc[nH]c(=O)c3c2C)CC1
  A: 4; B: 1.0; C: 0; D: 0; E: 0.2; F: 0; G: .; H: -7; I: -24
O=C(O)/C=C/c1ccc(OCc2cccc(F)c2)cc1
  A: 2; B: 0.1; C: 4; D: -14; E: 2.3; F: -4; G: -12; H: 7; I: 19
CC1CC(NC(=O)/C=C/C(=O)O)CC(C)(C)C1 (stereo not drawn)
  A: 4; B: 0.5; C: 6; D: -7; E: 0.5; F: 2; G: -3; H: -8; I: 5
Cc1cccc(NC(=O)CSc2cc(C)c3ccccc3n2)c1
  A: 2; B: -1.6; C: 9; D: 5; E: 0.2; F: 0; G: .; H: -19; I: -1
CCC(=O)Nc1ccc(NC(=O)/C=C/c2ccc(Cl)cc2)cc1
  A: 5; B: .; C: 2; D: 5; E: 0.2; F: 1; G: .; H: -1; I: .
O=C1ON=C(c2ccc(Cl)cc2)/C1=C/c1ccc(O)cc1
  A: 2; B: 1.0; C: 1; D: -10; E: 1.2; F: -3; G: -10; H: -27; I: -5
Cc1c(C(=O)OCC(=O)NC2CCCCC2)oc2ccccc12
  A: -2; B: .; C: 0; D: -5; E: -0.1; F: .; G: .; H: 0; I: .
CCOC(=O)C1CCN(S(=O)(=O)c2ccc3[nH]c(=O)oc3c2)CC1
  A: 20; B: -1.5; C: 5; D: -6; E: -0.3; F: 0; G: 4; H: .; I: 4
O=C(CNC(=O)c1ccccc1F)N/N=C/c1cc(Br)ccc1OC(=O)/C=C/c1ccco1
  A: -7; B: 0.4; C: 4; D: -4; E: -0.2; F: -1; G: 5; H: -19; I: -4
CCOc1cc2[nH]c(=S)n(CCN3CCCCC3C)c(=O)c2cc1OCC (stereo not drawn)
  A: 0; B: 30*; C: 0; D: -3; E: -0.6; F: -1; G: -19; H: 1; I: -25
CCN(CC(=O)NCc1ccc(Cl)cc1)CC(=O)Nc1ccc(C(N)=O)cc1
  A: 4; B: -1.3; C: 4; D: -27; E: 11; F: -8; G: 3; H: -24; I: 15
Cc1nnc(SC2CC(=O)N(c3ccccc3)C2=O)s1 (stereo not drawn)
  A: -1; B: -0.1; C: 2; D: 9; E: -0.2; F: -1; G: -20; H: -2; I: 8

# One compound at a time, as listed above. Order of values: TRHR PAM | D2 ag | D1 agonist | D1 antagonist | TRHR agonist | D1 potentiator | D2 antag | RXFP1 antagonist | D2 potentiator
# Cc1cccc(NC(=O)CSc2cc(C)c3ccccc3n2)c1 reads 2 | -1.6 | 9 | 5 | 0.2 | 0 | . | -19 | -1
# C=CCn1c(=O)c2ccccc2n2nnc(C(=O)OCC)c12 reads 13 | -1.0 | 0 | -28 | -1.5 | -3 | -2 | 21 | 3
# CCC(SC1=N/C(=C/c2ccccc2)C(=O)N1c1ccccc1)C(=O)Nc1cc(C)on1 (stereo not drawn) reads 2 | 1.6 | 0 | -27 | 0.4 | -4 | 2 | -3 | 10
# COc1cc(/C=N/NC(=O)Cc2ccc(Br)cc2)cc(OC)c1O reads -8 | 0.6 | 2 | -4 | 0.0 | -3 | -14 | -19 | -23
# CCC(=O)Nc1ccc(NC(=O)/C=C/c2ccc(Cl)cc2)cc1 reads 5 | . | 2 | 5 | 0.2 | 1 | . | -1 | .

# Screening results as filed in PubChem BioAssay.

# No enrichment for hits. Share with any hit: about 7.3%.
